# Tcruzi prolif – inhibitors of T. cruzi proliferation | T. cruzi beta-gal in NIH3T3, GalScreen luminescence, 90 h | inhibition, % at 8.34 µM | actives 5.9% (n = 77,000) | AID 624255;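 active = mean inhibition above about 93%, with at least 55% of replicates each passing it, limit read from the data, passing the limit was not always enough; inconclusive = only one of those two conditions holds; inactive = neither condition holds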
# KDM4C inh – KDM4C (human) demethylase inhibition; Q9H3R0; inhibition, % at 12.5 µM; actives 0.15% (n = 96,000); GST-KDM4C 2-372, H3K9me3 peptide, LANCE TR-FRET;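 active = mean replicate inhibition above about 25%, with at least 55% of replicates also reaching it, limit read from the data, passing the limit was not always enough; inconclusive = only one of those two conditions met; inactive = neither condition met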
# Target sequence (Q9H3R0 2-372 limits assumed): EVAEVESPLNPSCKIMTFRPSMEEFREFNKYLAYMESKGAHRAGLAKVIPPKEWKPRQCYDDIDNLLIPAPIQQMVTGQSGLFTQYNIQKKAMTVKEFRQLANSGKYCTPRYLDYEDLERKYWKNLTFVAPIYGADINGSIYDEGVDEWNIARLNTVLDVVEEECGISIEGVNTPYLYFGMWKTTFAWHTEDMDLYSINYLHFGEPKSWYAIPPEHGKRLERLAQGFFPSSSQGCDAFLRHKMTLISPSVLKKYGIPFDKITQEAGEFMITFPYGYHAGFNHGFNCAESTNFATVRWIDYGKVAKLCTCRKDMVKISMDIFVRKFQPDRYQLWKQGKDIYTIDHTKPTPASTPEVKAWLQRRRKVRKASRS
#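 System: N-terminal GST-fused human GASC-1 (KDM4C) fragment, residues 2-372 / Amount: 10 nM GST-KDM4C in enzyme reaction / Also added: H3K9me3 peptide with Fe(II)/2OG / Times: 30 min demethylation and 1 h detection at room temperature / Signal: LANCE TR-FRET / Read-out basis: Fall in 671/618 emission ratio as inhibition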
# Pf Dd2 growth – blocks growth of Plasmodium falciparum Dd2 parasites | P. falciparum Dd2 growth, SYBR Green, 72 h; active compounds read low | activity change, % at 10 µM | actives 2.3% (n = 94,000) | AID 1159554; in the data active = activity change below about -80%; inconclusive = no clear call, values can overlap the other calls
# C diff growth – inhibitors of Clostridium difficile growth. Clostridium difficile clinical isolate growth, OD600, 24 h; active compounds read low. growth activity, negative = inhibition, % at 16 µg/mL (by protocol). actives 0.25% (n = 86,000);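 active = mean growth activity at or below -80% and every replicate also at or below -80%; inconclusive = mean at or below -80% but some replicate above -80%; inactive = mean growth activity above -80%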;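 also: 0% = DMSO wells and -100% = levofloxacin 16 µg/mL wells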
# Starred values were filed as active, the others as inactive; ? = inconclusive; . = no result given; & = joins results of further samples.
item | SMILES | Tcruzi prolif | KDM4C inh | Pf Dd2 growth | C diff growth
1 | COc1cccc(C(=O)Nc2ccc3c(c2)C(=O)N(C)[C@@H]2CC[C@@H](CC(=O)NCC(F)(F)F)O[C@@H]2CO3)c1 | -28.3 | -2.0 | -8.3 | -6.2
2 | CN(C)C(=O)C[C@H]1CC[C@@H](NC(=O)C2CC2)[C@H](CO)O1 | . | 4.6 | . | 1.6
3 | CO[C@@H]1CN(C)C(=O)c2cc(NC(=O)c3ccc(F)cc3)ccc2OC[C@@H](C)N(C(=O)c2ccc(F)cc2)C[C@@H]1C | 18.0 | -2.4 | -63.2 | .
4 | COc1ccc(S(=O)(=O)Nc2ccc3c(c2)C(=O)N([C@@H](C)CO)C[C@H](C)[C@H](CN(C)Cc2ccc4c(c2)OCO4)O3)cc1 | . | 0.7 | 4.5 | -6.3
5 | CCCNC(=O)Nc1ccc2c(c1)OC[C@H](C)N(Cc1ccc(-c3ccccn3)cc1)C[C@@H](C)[C@H](OC)CN(C)C2=O | . | -0.5 | -7.3 | .
6 | C[C@H]1CN([C@@H](C)CO)C(=O)c2ccccc2-c2ccccc2CO[C@H]1CN(C)S(=O)(=O)c1ccccc1C#N | 46.2 | 0.8 | -54.4 | 1.9
7 | CN(C)C(=O)c1ccc(-c2cccc(-c3nc(C(=O)NC4CCC4)cc4c3[C@@H](CCO)N([S@](=O)C(C)(C)C)C4)c2)cc1 | -0.5 | -1.6 | -55.8 | .
8 | Cc1cccc(S(=O)(=O)N2CC[C@H]3[C@@H](CO)N(C)c4ccc(-c5cccc(C#N)c5)cc4[C@H]32)c1 | 73.4 | -4.7 | 7.7 | 4.8
9 | CCCNC(=O)[C@@H]1[C@@H](CO)[C@@H]2Cn3c(ccc(C4=CCCCC4)c3=O)[C@H]1N2Cc1cocn1 | -7.0 | 2.0 | -9.0 | -1.2
10 | C[C@@H]1CN([C@@H](C)CO)C(=O)c2cccc(NC(=O)NC3CCCCC3)c2O[C@@H]1CN(C)Cc1ccc2c(c1)OCO2 | 93.1 | 0.7 | -15.1 | -2.4
11 | CNC(=O)C[C@@H]1CC[C@H]2[C@H](COc3ccc(NC(=O)Nc4ccc(C)cc4)cc3C(=O)N2C)O1 | -13.7 | -0.6 | -44.0 | 19.2
12 | CC(C)NC(=O)N(C)C[C@@H]1Oc2cc(C#C[C@@H](C)O)ccc2S(=O)(=O)N([C@@H](C)CO)C[C@@H]1C | . | 0.8 | 16.7 | -5.4
13 | CC(C)NC(=O)N(C)C[C@@H]1Oc2ncc(C#CCN(C)C)cc2C(=O)N([C@H](C)CO)C[C@@H]1C | -9.2 | 18.8 | 16.9 | -5.2
14 | OC[C@@H]1[C@H](c2ccc(C#CC3(O)CCCC3)cc2)[C@@H]2CN(Cc3cncnc3)CCCCN12 | ? | -1.7 | -14.2 | -5.7
15 | CS(=O)(=O)Nc1ccc2c(c1)[C@@H]1C[C@@H](CC(=O)NCCN3CCCCC3)O[C@H](CO)[C@@H]1O2 | . | 2.5 | 25.0 | -3.3
16 | COCC(=O)N[C@H]1CC[C@H](CC(=O)NCc2ccc(Cl)cc2)O[C@H]1CO | -78.3 | -1.1 | 7.5 | -1.0
17 | C[C@@H]1CN([C@H](C)CO)C(=O)c2cccc(NS(=O)(=O)c3ccc(F)cc3)c2O[C@@H]1CN(C)C(=O)Nc1ccccc1 | 7.9 | 0.3 | -1.9 | -2.0
18 | C[C@@H]1CN([C@@H](C)CO)C(=O)Cc2cc(NC(=O)Cc3cn(C)c4ccccc34)ccc2O[C@H]1CN(C)S(=O)(=O)c1ccccc1 | 21.6 | -2.6 | -77.3 | -6.0
19 | COc1ccc(NC(=O)N(C)C[C@H]2OCCCC[C@@H](C)Oc3ccc(NC(=O)NC(C)C)cc3C(=O)N([C@H](C)CO)C[C@H]2C)cc1 | -33.6 | 0.5 | -68.1 | -1.0
20 | O=C(CN1CCOCC1)N1CC2(C1)[C@H](c1ccccc1)[C@H](CO)N2Cc1ccc(F)cc1 | . | 1.9 | -75.7 | 0.6
21 | COCC#Cc1ccc2c(c1)O[C@@H](CN(C)S(=O)(=O)c1cccc(F)c1)[C@H](C)CN([C@@H](C)CO)S2(=O)=O | 64.3 | -0.8 | -72.7 | 1.2
22 | CCCNC(=O)N1C[C@H](C)[C@H](OC)CN(C)C(=O)c2cc(NC(=O)C3CCC3)ccc2OC[C@H]1C | -32.3 | -0.3 | . | .
23 | Cc1noc(C)c1S(=O)(=O)Nc1cccc2c1O[C@@H](CN(C)Cc1ccc(-c3ccccc3)cc1)[C@@H](C)CN([C@@H](C)CO)C2=O | 27.3 | 0.5 | -2.7 | .
24 | CCCNC(=O)NC[C@@H]1[C@H](c2ccc(C3=CCCCC3)cc2)[C@H](CO)N1C(C)=O | 13.8 | 2.3 | 7.2 | 3.3
25 | COc1ccc(CN(C)C[C@H]2Oc3c(NS(=O)(=O)c4ccc(OC)cc4)cccc3C(=O)N([C@@H](C)CO)C[C@@H]2C)cc1 | -16.0 | 0.8 | 13.7 | 0.9
26 | C[C@H](CO)N1C[C@H](C)[C@H](CN(C)S(=O)(=O)c2ccsc2)OCc2ccccc2-c2ccccc2C1=O | 8.9 | -0.6 | 27.0 | 1.6
27 | CN(C)CC(=O)N[C@H]1CC[C@H](CCNC(=O)C2CC2)O[C@@H]1CO | . | -0.9 | 17.3 | -4.9
28 | CCC(=O)N(C)C[C@@H]1Oc2ncc(C#Cc3ccncc3)cc2C(=O)N([C@H](C)CO)C[C@H]1C | -12.7 | 2.6 | 8.4 | -0.6
29 | COc1ccc(NC(=O)Nc2ccc3c(c2)CC(=O)N([C@H](C)CO)C[C@@H](C)[C@H](CN(C)Cc2ccc(Cl)c(Cl)c2)O3)cc1 | 68.9 | -0.4 | 5.7 | 67.5
30 | CNC(=O)C[C@@H]1CC[C@H]2[C@H](COc3ccc(NC(=O)Nc4c(C)noc4C)cc3C(=O)N2C)O1 | -1.9 | -2.1 | -1.2 | -0.4
31 | COc1ccc(NC(=O)Nc2ccc3c(c2)C(=O)N([C@@H](C)CO)C[C@@H](C)[C@@H](CN(C)Cc2ccc4c(c2)OCO4)OCCCC[C@H](C)O3)cc1 | 78.6 | -1.3 | -69.7 | 6.7
32 | C[C@H](CO)N1C[C@H](C)[C@H](CN(C)C(=O)Nc2cccc3ccccc23)OCCCC[C@H](C)Oc2ccc(NS(=O)(=O)c3cn(C)cn3)cc2C1=O | 22.0 | -1.1 | -49.6 | 2.8
33 | C[C@H]1CN([C@@H](C)CO)C(=O)c2c(c3ccccc3n2C)-c2ccccc2CO[C@H]1CN(C)S(=O)(=O)CC(F)(F)F | 72.9 | 0.2 | 2.2 | -3.0
34 | C[C@@H]1CCCCO[C@@H](CN(C)Cc2ccc(Cl)c(Cl)c2)[C@@H](C)CN([C@H](C)CO)C(=O)c2cc(NC(=O)CCCN(C)C)ccc2O1 | 45.7 | 1.4 | -57.0 | -5.6
35 | C[C@@H]1CN([C@H](C)CO)C(=O)c2c(c3ccccc3n2C)-c2ccccc2CO[C@H]1CN(C)Cc1ccc2c(c1)OCCN2C | . | . | -76.1 | -3.0
36 | COC(=O)C[C@H]1C[C@H]2c3cc(NS(=O)(=O)c4ccc(OC)cc4)ccc3O[C@H]2[C@@H](CO)O1 | -28.1 | -0.7 | -12.3 | 3.8
37 | C[C@@H]1CN([C@@H](C)CO)C(=O)c2cccc(NC(=O)NC3CCCCC3)c2O[C@H]1CN(C)C(=O)Nc1ccc2c(c1)OCO2 | 20.0 | 0.6 | -21.2 | -7.3
38 | C[C@H](CO)N1C[C@H](C)[C@@H](CN(C)Cc2ccc(C(F)(F)F)cc2)Oc2ccc(NC(=O)NC3CCCCC3)cc2C1=O | 71.9 | 0.2 | 9.9 | .
39 | C[C@H]1CN([C@@H](C)CO)C(=O)c2cc(NS(=O)(=O)c3ccc(F)cc3)ccc2O[C@H]1CN(C)CC1CCCCC1 | 22.5 | 0.6 | 18.7 | 0.4
40 | C[C@@H]1CN([C@@H](C)CO)C(=O)Cc2cc(NC(=O)Nc3ccc(C(F)(F)F)cc3)ccc2O[C@@H]1CN(C)Cc1ccc(C(=O)Nc2ccccc2N)cc1 | 76.2 | -1.2 | -4.4 | 4.6
41 | CCNC(=O)C[C@@H]1CC[C@H]2[C@@H](COc3ccc(NC(=O)Nc4ccccc4Cl)cc3C(=O)N2C)O1 | 10.8 | 0.3 | -3.4 | 0.6
42 | O=C(NC1CCCCC1)N[C@H]1C=C[C@@H](CC(=O)N2CCOCC2)O[C@@H]1CO | -41.4 | -3.0 | 15.4 | 4.0
43 | CNC[C@H]1Oc2ccc(NS(=O)(=O)c3c(C)noc3C)cc2C(=O)N([C@H](C)CO)C[C@H]1C | 19.1 | 0.1 | 46.3 | -5.2
44 | O=C(C[C@@H]1CC[C@@H](NC(=O)Nc2cc(F)ccc2F)[C@H](CO)O1)NCCCN1CCOCC1 | . | -0.1 | 13.9 | -7.7
45 | C[C@@H]1CN([C@H](C)CO)C(=O)c2cc(NS(C)(=O)=O)ccc2O[C@@H]1CN(C)Cc1ccc2c(c1)OCO2 | 3.8 | -0.1 | 21.3 | 2.7
46 | Cc1noc(C)c1NC(=O)N(C)C[C@@H]1OCc2cnnn2CCCC(=O)N([C@@H](C)CO)C[C@H]1C | -13.5&9.2 | 1.3 | 17.2&5.1 | 6.9&0.4
47 | COc1ccc(-c2ccc3c(c2)O[C@@H](CN(C)Cc2ccccc2C(=O)O)[C@@H](C)CN([C@@H](C)CO)S3(=O)=O)cc1 | -55.4 | -0.6 | -52.2 | -10.0
48 | O=C(Nc1ccc2c(c1)OCO2)N1[C@@H]2CNC[C@H]1C2c1ccc(-c2cccnc2)cc1 (stereo partly specified) | . | 0.7&6.8 | 17.0&41.1 | -10.9&-1.9
49 | CO[C@@H]1CN(C)C(=O)c2ccc(NC(=O)NC(C)C)cc2OC[C@@H](C)N(CC2CC2)C[C@H]1C | 20.2 | 1.1 | -43.8 | .
50 | COc1ccc(NC(=O)Nc2ccc3c(c2)C(=O)N([C@H](C)CO)C[C@H](C)[C@@H](CN(C)S(C)(=O)=O)OCCCC[C@@H](C)O3)cc1 | 19.6 | -0.5 | 13.3 | -7.9
51 | Cc1ccc(S(=O)(=O)N(C)C[C@@H]2Oc3ccc(NC(=O)NC(C)C)cc3CC(=O)N([C@H](C)CO)C[C@@H]2C)cc1 | 20.8 | 3.0 | -31.9 | 0.2
52 | Cc1ccc(S(=O)(=O)N(C)C[C@@H]2OCCCC[C@H](C)Oc3ccc(NC(=O)Nc4ccccc4)cc3C(=O)N([C@H](C)CO)C[C@@H]2C)cc1 | 106.0* | 5.7 | ? | -1.0
53 | Cc1noc(C)c1S(=O)(=O)Nc1ccc2c(c1)C(=O)N([C@H](C)CO)C[C@@H](C)[C@H](CN(C)C(=O)NC1CCCCC1)O2 | -159.7 | 12.5 | -9.3 | 4.6
54 | COCC#Cc1cnc2c(c1)C(=O)N([C@H](C)CO)C[C@@H](C)[C@H](CN(C)C(=O)Nc1ccc(OC)cc1)O2 | 79.2 | 0.6 | -12.7 | 0.0
55 | N#C[C@@H]1[C@@H](c2ccc(C#CCC3CCCC3)cc2)[C@H](CO)N1C(=O)CN1CCOCC1 | 75.8 | -2.3 | -30.8 | 2.1
56 | CCCN1C[C@@H](C)[C@H](OC)CN(C)C(=O)c2ccc(NC(=O)c3cccc(F)c3)cc2OC[C@H]1C | 101.8* | 0.1 | -87.2* | .

# Further records:
item | SMILES | Tcruzi prolif | KDM4C inh | Pf Dd2 growth | C diff growth
57 | Cc1noc(C)c1S(=O)(=O)Nc1ccc2c(c1)CC(=O)N([C@H](C)CO)C[C@@H](C)[C@H](CN(C)C(=O)NC(C)C)O2 | 22.9 | 0.5 | 33.4 | 5.1
58 | COC(=O)C[C@@H]1C=C[C@H](NS(=O)(=O)c2ccccc2F)[C@@H](CO)O1 | -39.6 | -0.4 | 12.4 | .
59 | COc1ccc(CN(C)C[C@@H]2Oc3ccc(NC(=O)Nc4ccc5c(c4)OCO5)cc3C(=O)N([C@@H](C)CO)C[C@@H]2C)cc1 | 1.6 | 2.4 | 19.0 | -4.6
60 | C[C@@H]1CCCCO[C@H](CN(C)Cc2ccccc2)[C@H](C)CN([C@H](C)CO)C(=O)c2cc(NC(=O)Nc3cccc4ccccc34)ccc2O1 | . | -0.3 | 4.2 | -4.5
61 | COCC(=O)Nc1ccc2c(c1)C(=O)N(C)[C@H]1CC[C@H](CC(=O)NCc3cccc(F)c3)O[C@@H]1CO2 | . | -2.5 | 52.9 | 0.9
62 | Cc1cccc(CN(C)C[C@@H]2OCc3cn(nn3)CCCC(=O)N([C@@H](C)CO)C[C@H]2C)c1 | -48.5 | 0.9 | -8.0 | .
63 | COc1ccc(NC(=O)N(C)C[C@@H]2OCCCC[C@@H](C)Oc3ccc(N(C)C)cc3C(=O)N([C@@H](C)CO)C[C@H]2C)cc1 | 9.5 | 4.2 | . | -2.3

# Compound activity: PubChem BioAssay, Broad Institute

# An unsorted share of the library. About 7% of those tested had a hit in this group.
